TAAR1 ag = agonists of human TAAR1 | Q96RJ0 | AID 624467 | actives 0.99% (n = 360,000) | CHO RD-HGA16 TAAR1, Fluo-8 calcium fluorescence; vehicle wells 0%, saturating PEA agonist 100% | activation, % at 3 µM;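 active means activation above the mean activation of all test compounds in the run plus 3 SD, cut at about 38% in these data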
Target sequence (Q96RJ0 whole entry, looked up): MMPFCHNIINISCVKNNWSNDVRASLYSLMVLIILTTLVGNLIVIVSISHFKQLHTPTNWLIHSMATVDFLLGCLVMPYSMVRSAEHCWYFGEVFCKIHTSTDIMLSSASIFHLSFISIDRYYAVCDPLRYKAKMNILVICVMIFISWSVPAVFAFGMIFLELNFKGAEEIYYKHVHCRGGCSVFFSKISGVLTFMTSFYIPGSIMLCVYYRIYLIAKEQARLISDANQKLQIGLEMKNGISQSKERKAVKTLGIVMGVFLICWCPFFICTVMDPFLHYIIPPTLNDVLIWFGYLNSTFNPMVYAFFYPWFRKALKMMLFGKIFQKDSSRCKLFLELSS
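test system = CHO RD-HGA16 cells carrying human TAAR1 plus Gα16 | schedule = 17-24 h seeding, 75 min 37 °C dye, 30 min RT | compound dosing = 3 µM single concentration | control set = DMSO and PEA EC100 | replicates = n 1 | signal = Fluo-8 fluorescence, 5 s baseline then 140 s kinetic read | measure = percent activation vs PEA EC100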
CHO parental Ca = counter-screen for OX1R antagonists: effect in parental CHO cells; actives 0.63% (n = 330,000); inhibition, % at 5.6 µM; AID 463079; parental CHO-K1, ATP-induced calcium, Fluo-8 fluorescence;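 active means inhibition above that plate's mean sample inhibition plus 3 SD, cut at about 26% in these data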;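 further: 0% = ATP-challenged DMSO wells and 100% = DMSO wells without ATP; some compounds past the cut are filed as inactive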
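Test system: untransfected parental CHO cell line; also added: ATP stimulus; dosing: 5.6 µM, single dose; signal: calcium-sensitive Fluo-8 fluorescence; measure: percent inhibition of ATP-evoked calcium rise, normalized to controls; benchmarks: low control ATP plus DMSO, high control DMSO only; replication: one well per compound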
M1 antag = blocks human M1 muscarinic receptor; P11229; CHO-K1 hM1, Fluo-8 calcium fluorescence, ACh EC80 antagonist; inhibition, % at 3 µM; actives 1.3% (n = 360,000);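 active means percent inhibition above its own plate's cutoff, namely the mean of that plate's compound wells plus 3 SD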;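 further: peak over basal fluorescence ratio during 140 s after agonist addition; 0% = ACh EC80 plus DMSO and 100% = DMSO alone without agonist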
Target sequence (P11229 whole entry, looked up): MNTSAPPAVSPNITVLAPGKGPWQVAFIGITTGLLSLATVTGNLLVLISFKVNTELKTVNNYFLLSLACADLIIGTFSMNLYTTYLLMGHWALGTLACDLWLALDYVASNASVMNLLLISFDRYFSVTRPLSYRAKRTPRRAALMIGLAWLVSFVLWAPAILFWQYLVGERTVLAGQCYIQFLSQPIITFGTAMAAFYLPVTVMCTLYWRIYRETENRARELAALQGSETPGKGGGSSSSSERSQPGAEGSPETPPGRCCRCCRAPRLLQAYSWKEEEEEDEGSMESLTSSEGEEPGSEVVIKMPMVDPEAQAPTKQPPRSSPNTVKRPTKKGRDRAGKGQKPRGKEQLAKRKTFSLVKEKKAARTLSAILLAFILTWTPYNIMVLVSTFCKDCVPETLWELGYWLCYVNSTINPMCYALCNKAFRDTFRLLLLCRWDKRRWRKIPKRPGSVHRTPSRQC
OXTR potentiate = human OXTR potentiation | CHO-OTR cells, Fluo-8 calcium fluorescence, potentiator mode; 0% = oxytocin EC15, 100% = EC100 | AID 2445 | actives 0.061% (n = 320,000) | P30559 | activation, % at 3 µM;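 active means activation above that plate's cutoff, the mean activation of tested compounds plus 3 SD, cut at about 6.6% in these data, passing the limit was not always enough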;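 further: 100% uses oxytocin at 75 nM as the full agonist control; some results filed as inactive read as strong as hits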
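Replication – single well per compound, singlicate · Assay system – CHO cell line stably expressing human OTR · Timing – 6 min pre-incubation, 100 s read · Measure – normalized max/min fluorescence ratio, % activation · Doses – 3.0 µM, one dose · Detection – Fluo-8 calcium dye fluorescence · Probe or stimulus – oxytocin near EC15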
CHRM1 agonist = agonists of human M1 muscarinic receptor | P11229 | CHO-K1 hM1, Fluo-8 calcium fluorescence, agonist mode; 0% DMSO, 100% acetylcholine EC100 | activation, % at 3 µM | actives 0.33% (n = 360,000) | AID 588814;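 active means activation above the run's mean compound activation plus 3 SD, cut at about 16% in these data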;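 further: peak over basal fluorescence ratio within a 140 s kinetic read after compound addition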
M1 PAM = positive allosteric modulators of human M1 muscarinic receptor; P11229; CHO-K1 hM1, Fluo-8 calcium fluorescence, ACh EC20; 0% = ACh EC20, 100% = maximal ACh; activation, % at 3 µM; actives 0.088% (n = 360,000); in the data active means activation above about 19%, passing the limit was not always enough
V1R ag counter = counter-screen for oxytocin receptor agonists: human V1a receptor agonists; CHO-V1R cells, Fluo-8 calcium fluorescence, agonist mode; 0% DMSO, 100% 3 nM vasopressin; activation, % at 3 µM; actives 0.25% (n = 320,000); AID 2797;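 active means activation above the mean activation of all tested compounds plus 3 SD, per screening run, cut at about 20% in these data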;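 further: signal is peak over basal fluorescence ratio across a 100 second FLIPR read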
TAAR1 antagonist = antagonists of human TAAR1. inhibition, % at 3 µM. Q96RJ0. actives 1.5% (n = 360,000). CHO RD-HGA16 TAAR1, Fluo-8 calcium fluorescence, antagonist;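 active means inhibition above a per-plate cutoff, the mean inhibition of test compounds on that plate plus 3 SD, cut at about 49% in these data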;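 further: 0% = DMSO plus EC80 beta-PEA response and 100% = DMSO alone without agonist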
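System: RD-HGA16 CHO cells with stable hTAAR1 and Gα16 | Probe or stimulus: EC80 β-phenethylamine stimulus | Dosing: 3 µM, single point | Times: Dye loading 75 min at 37 °C, then 30 min room temperature | Measured by: Fluo-8 calcium-sensitive fluorescence | Read-out basis: % inhibition of agonist calcium response | Replicates: n of 1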
OXTR ag = agonists of human oxytocin receptor | P30559 | CHO-OTR cells, Fluo-8 calcium fluorescence; normalized: DMSO 0%, oxytocin 100% | activation, % at 3 µM | actives 0.32% (n = 320,000) | AID 2435;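 active means activation above the mean of all tested compounds plus 3 SD, cutoff set per screening run, cut at about 20% in these data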;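 further: peak over basal fluorescence ratio from a 100 s FLIPR kinetic read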
The depositor's hits bear a star; . = not tested or not shown.

(1) CCCNC(=O)C1(C)CCN1C(=O)Cc1ccc(C(C)C)cc1 (stereo not given)
(2) CC(C)(C)c1ccc(CC(=O)N2CCC2(C)C(=O)NS(=O)(=O)c2ccc3c(c2)CCO3)cc1 (stereo not given)
(3) COC(=O)c1ccc(NC(CC(C)C)C(=O)OC)c([N+](=O)[O-])c1 (stereo not given)
(4) Cc1nn(C)cc1/C=N/NC(=O)Cn1cncn1
(5) CCC1Sc2ccc(S(=O)(=O)Nc3cc(OC)cc(OC)c3)cc2NC1=O (stereo not given)
(6) COc1cccc(NC(=O)C2CCN(c3cnccn3)CC2)c1
(7) CN(C)S(=O)(=O)c1ccc(C(=O)Nc2ccc(F)cc2F)cc1
(8) N#Cc1cccc(C(=O)N(CCc2ccccc2)Cc2cccs2)c1
(9) O=C(c1ccc(=O)[nH]c1)N1CCCc2ccccc21
(10) O=C1C=C(NC2CCCC2)CC(c2ccccc2)C1 (stereo not given)
assay / entry,1,2,3,4,5,6,7,8,9,10
OXTR ag,.,.,-2.1,0.4,3.3,1.5,-0.4,1.6,0.3,0.4
M1 antag,-2,-10,-9,-21,4,-18,-8,8,-3,7
TAAR1 antagonist,-15,-19,6,-12,22,4,-3,37,4,7
CHRM1 agonist,-2,-2,-11,-3,4,-1,-2,-7,-1,-13
OXTR potentiate,.,.,-1,-2,-10,-3,-4,-5,-2,-8
M1 PAM,1,12,8,11,4,16,3,-4,5,-3
V1R ag counter,.,.,-0.3,1.0,3.9,0.4,1.3,3.3,0.9,-0.1
TAAR1 ag,1,2,7,3,1,-4,1,4,1,7
CHO parental Ca,.,.,-10,-2,-2,-2,-6,-20,7,-10

(11) CC(=O)N1N=C(c2ccc(C)o2)CC1c1ccc(F)cc1 (stereo not given)
(12) Cc1ccc(-c2noc(CSc3ccccc3)n2)cc1
(13) O=S(=O)(c1ccc(-c2cc(C(F)(F)F)on2)s1)N1CCCC1
(14) CCc1ccc(/C=C2\Oc3cc(OS(C)(=O)=O)ccc3C2=O)cc1
(15) Cc1nc(SCC(=O)Nc2ccc(F)cc2)c2oc3ccccc3c2n1
(16) CN(Cc1nc(-c2cccnc2)no1)S(=O)(=O)c1ccccc1
(17) O=C(O)Cc1csc(NC(=O)CSc2nnnn2-c2ccc(O)cc2)n1
(18) O=S(=O)(c1ccccc1)N1CN(c2ccc(F)cc2F)c2nc3ccccc3nc21
(19) Cc1ccc(-n2c(CNc3ccc(F)cc3)nnc2SCC(=O)N2CCOCC2)cc1
(20) O=C(c1ccc2ccccc2n1)N1CCN(c2ccccc2O)CC1
assay / entry,11,12,13,14,15,16,17,18,19,20
OXTR ag,-0.6,-1.6,-2.9,-0.5,0.9,0.0,0.6,0.4,1.1,-0.4
M1 antag,1,0,-6,1,-11,-26,-14,-9,-36,-8
TAAR1 antagonist,-16,0,7,5,2,-17,-3,-29,5,14
CHRM1 agonist,-7,-2,-5,-8,-2,2,-3,0,-3,-3
OXTR potentiate,-4,-7,4,-15,-7,-8,-1,-6,-13,-6
M1 PAM,5,3,2,-2,7,8,11,5,7,4
V1R ag counter,-0.1,0.2,-1.2,0.2,0.0,0.6,0.8,0.5,2.0,0.4
TAAR1 ag,5,4,0,1,3,8,3,1,1,4
CHO parental Ca,8,-19,17,-5,-16,-17,-1,-16,-2,-23

(21) COc1ccc(N2COC3c4cccc5cccc(c45)C32)cc1 (stereo not given)
(22) COc1ccc(-n2c(O)c(C=Nc3ccccc3)c3ccccc3c2=O)cc1OC
(23) CC(NC(=O)C1CCN(C(=O)[C@@H]2Cc3ccccc3CN2)CC1)c1ccccc1 (stereo not given in full)
(24) O=C1Nc2ccccc2N=C(c2ccccc2)c2ccccc21
(25) O=S(=O)(NCCN1CCOCC1)c1cccc(C(F)(F)F)c1
(26) COC(=O)c1ccc(CSc2nc3ccc(S(=O)(=O)N4CCOCC4)cc3[nH]2)cc1
(27) N#Cc1cccc(NC(=O)C2SC(=Nc3ccccc3)C(C(=O)N3CCOCC3)=C2N)c1 (stereo not given)
(28) O=S(=O)(NC1CCCC1)c1cc(F)ccc1F
(29) COc1ccc(S(=O)(=O)N2CC(C)N(S(=O)(=O)c3ccc(OC)cc3)CC2C)cc1 (stereo not given)
(30) CCn1nc(C)cc1C(=O)N1CCCC(CCC(=O)NCc2ccccc2F)C1 (stereo not given)
assay / entry,21,22,23,24,25,26,27,28,29,30
OXTR ag,-0.8,-1.0,-0.2,-2.7,-0.1,1.3,1.6,-0.4,0.0,1.4
M1 antag,0,8,-8,12,-16,1,-6,-5,.,-5
TAAR1 antagonist,21,-20,-10,-8,-6,2,18,-2,.,-4
CHRM1 agonist,-5,-4,-5,-8,-3,-12,-5,-6,.,-1
OXTR potentiate,-1,-3,-8,-6,1,-6,-6,-2,-8,-1
M1 PAM,1,0,8,-6,9,0,9,11,.,9
V1R ag counter,-0.3,0.3,-0.1,-0.2,0.9,3.9,0.4,0.2,0.0,0.5
TAAR1 ag,15,7,1,-2,0,5,3,1,.,3
CHO parental Ca,-22,-14,-13,-33,1,-15,-13,2,-2,-9

(31) Nc1ccnc(C(F)(F)F)c1C(=O)c1ccccc1
(32) CC1(C)CC(=O)C(C=NCC2CCN(C(=S)Nc3cccc(Cl)c3)CC2)=C(O)C1
(33) CC(C)NC(=O)c1ccccc1NC(=O)CCc1ccccc1
(34) O=S(=O)(c1cccc(-c2csc(-c3ccccc3)n2)c1)N1CCOCC1
(35) COCCN(C(=O)COC(=O)CCc1ccccc1OC)c1c(N)n(Cc2ccccc2)c(=O)[nH]c1=O
(36) Oc1ccccc1C1=Nc2ncnn2C(c2ccccc2)C1 (stereo not given)
(37) CC(=O)c1ccc(NC(=O)COC(=O)c2c[nH]c3ccccc23)cc1
(38) COc1ccc(C2CC(c3cccc(Cl)c3)n3nc(N)nc3N2)cc1 (stereo not given)
(39) CC1CN(S(=O)(=O)c2ccc(NC(=O)CCN3C(=O)c4ccccc4C3=O)cc2)CC(C)O1 (stereo not given)
(40) Cc1cc(C)cc(OCc2nnc(SCC(=O)OC3CCCCC3)o2)c1
assay / entry,31,32,33,34,35,36,37,38,39,40
OXTR ag,-0.7,-2.0,-0.2,-0.2,-1.0,-0.7,11,2.4,6.1,-0.3
M1 antag,4,-5,-4,-1,-15,-7,-5,19,9,-16
TAAR1 antagonist,-3,-23,6,-19,-7,7,32,-16,10,24
CHRM1 agonist,-4,-6,-5,-6,-5,-5,2,0,-4,-6
OXTR potentiate,-5,-8,2,1,4,-6,-5,0,-8,-2
M1 PAM,-3,5,4,0,10,2,2,-9,-3,10
V1R ag counter,0.8,-1.0,0.1,0.1,1.9,0.0,1.7,1.9,4.3,-0.9
TAAR1 ag,1,-1,4,0,0,2,10,10,3,10
CHO parental Ca,-7,-11,-5,-16,-15,-17,0,-9,-13,-6

Filtered by structure: those above with a furan ring, fused or not.
(11) CC(=O)N1N=C(c2ccc(C)o2)CC1c1ccc(F)cc1 (stereo not given)
(15) Cc1nc(SCC(=O)Nc2ccc(F)cc2)c2oc3ccccc3c2n1
assay / entry,11,15
OXTR ag,-0.6,0.9
M1 antag,1,-11
TAAR1 antagonist,-16,2
CHRM1 agonist,-7,-2
OXTR potentiate,-4,-7
M1 PAM,5,7
V1R ag counter,-0.1,0.0
TAAR1 ag,5,3
CHO parental Ca,8,-16

(next part)
(41) CCCCNC(=O)c1cc2c(=O)n3cccc(C)c3nc2n(CCN2CCOCC2)c1=N
(42) CC1(C)CC2CC(C)(CN2/C=N/c2sc3c(c2C#N)CC(C)(C)NC3(C)C)C1 (stereo not given)
(43) CCNC(=S)N(Cc1ccc2c(c1)OCO2)C1CC(=O)N(c2ccc(F)cc2)C1=O (stereo not given)
(44) O=C(CSc1nnnn1C1CC1)N1CCN(c2ccc(O)cc2)CC1
(45) N#Cc1c(N)nc2c(c1N)CC(C(F)(F)F)O2 (stereo not given)
(46) CN1c2ccccc2C(O)=C(C(=S)Nc2ccc(Cl)cc2)S1(=O)=O
(47) CCOc1ccc(NC(=O)CCS(=O)(=O)c2cccc3nsnc23)cc1
(48) COc1ccc(C(=O)Nc2ccc3[nH]ccc3c2)cc1OC
(49) CC(=O)C(Sc1nc(NC(C)(C)C)nc(N(C)C)n1)C(C)=O
(50) COc1ccccc1NC(=O)CN(C)S(=O)(=O)c1ccc(F)cc1
(51) COc1cc2nc(NCC3CCCO3)n3nc(-c4cccnc4)nc3c2cc1OC (stereo not given)
(52) Cc1ccc(C(=O)NC(=S)N2CCCCCC2)cc1
(53) CCOC(=O)c1cc2c(nc1NC(=S)Nc1ccccc1)CC(C)(C)OC2
assay / entry,41,42,43,44,45,46,47,48,49,50,51,52,53
OXTR ag,-0.4,2.7,13,0.1,0.1,0.2,-0.4,-0.4,-2.7,-1.0,0.6,-0.4,1.0
M1 antag,3,6,-7,-6,-11,-2,2,-6,-15,-12,-6,-6,-8
TAAR1 antagonist,-7,-13,1,-6,-12,-10,-10,-13,16,1,7,-19,-14
CHRM1 agonist,-5,-5,0,-5,-1,-2,-3,6,-7,-4,-4,-4,-6
OXTR potentiate,-10,-4,-22,-2,-2,-12,-6,-8,-6,1,-5,-4,0
M1 PAM,1,0,5,3,5,4,4,11,-1,4,6,11,6
V1R ag counter,-0.6,0.3,16,0.2,0.5,2.6,-0.6,-0.2,-1.3,0.1,-0.1,-0.2,1.9
TAAR1 ag,-2,6,32,0,2,7,16,1,-2,4,10,1,0
CHO parental Ca,-38,-11,16,8,2,-3,-26,-3,-24,-12,-7,-12,-3

One compound at a time (already shown). Order of values: OXTR ag	M1 antag	TAAR1 antagonist	CHRM1 agonist	OXTR potentiate	M1 PAM	V1R ag counter	TAAR1 ag	CHO parental Ca
Record of `O=C(CSc1nnnn1C1CC1)N1CCN(c2ccc(O)cc2)CC1` = 0.1	-6	-6	-5	-2	3	0.2	0	8
Record of `CC1(C)CC2CC(C)(CN2/C=N/c2sc3c(c2C#N)CC(C)(C)NC3(C)C)C1` (stereo not given) = 2.7	6	-13	-5	-4	0	0.3	6	-11
Record of `Cc1ccc(C(=O)NC(=S)N2CCCCCC2)cc1` = -0.4	-6	-19	-4	-4	11	-0.2	1	-12

Compound activity from PubChem BioAssay.

An unsorted share of the library; 3.7% or so of the library scored in one or more.
